# Compound activity as filed in PubChem BioAssay.
# IDE inh – human IDE inhibitors in live cells, primary screen, fluorescence polarization, HEK cells, FAbetaB substrate | inhibition, % at 5.59 µM | 320,000 compounds, 0.41% hits | AID 434962, 2010 | FAbetaB cleavage;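 active means percent inhibition above the average of all tested compounds plus 3 SD, set per screening campaign, cut at about 16% in these data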;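 further: IDE supplied by intact live HEK cells; FP after avidin binding of uncleaved biotin substrate so inhibition keeps polarization high; 0% = DMSO wells and 100% = 60 µM reference IDE inhibitor Ii1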
# FID counter – compounds displacing fluorescent DNA intercalator, primary screen, artefact control for HCV NS3 helicase inhibitor project, biochemical, FID fluorescence; 290,000 compounds, 0.17% hits; DNA fluorescent intercalator displacement; AID 1845, 2009; inhibition, % at 7.9 µM; in the data active means inhibition above about 37%;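 further: 0% = vehicle and 100% = reference compound; higher means more ethidium bromide displaced from hairpin DNA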
# IDE cell activ – human IDE activators in live cells, primary screen, fluorescence polarization, HEK cells, FAbeta-B substrate. Insulin-degrading enzyme (Homo sapiens), P14735. FAbeta-B cleavage; 0% vehicle, 100% cell-free pure enzyme wells. activation, % at 5.96 µM. 340,000 compounds, 0.073% hits;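 active means activation above the mean of all tested compounds plus 3 SD, set per screening campaign, cut at about 17% in these data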
# pCIP destab – p/CIP-EGFP fusion destabilizers, primary screen, fluorescence, F442A cells. decrease of EGFP signal, % at 10 µM. Q05BA5. 290,000 compounds, 0.01% hits. 16 h;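 active means EGFP signal decrease of at least 30% at 10 µM or well 3 SD below plate mean, unless failing retest; inactive means the rest, including hits failing retest or dose response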; further: some compounds called inactive have numbers as strong as hits; many of its hits are not listed in these tables
# Target sequence (Q05BA5 1-1403): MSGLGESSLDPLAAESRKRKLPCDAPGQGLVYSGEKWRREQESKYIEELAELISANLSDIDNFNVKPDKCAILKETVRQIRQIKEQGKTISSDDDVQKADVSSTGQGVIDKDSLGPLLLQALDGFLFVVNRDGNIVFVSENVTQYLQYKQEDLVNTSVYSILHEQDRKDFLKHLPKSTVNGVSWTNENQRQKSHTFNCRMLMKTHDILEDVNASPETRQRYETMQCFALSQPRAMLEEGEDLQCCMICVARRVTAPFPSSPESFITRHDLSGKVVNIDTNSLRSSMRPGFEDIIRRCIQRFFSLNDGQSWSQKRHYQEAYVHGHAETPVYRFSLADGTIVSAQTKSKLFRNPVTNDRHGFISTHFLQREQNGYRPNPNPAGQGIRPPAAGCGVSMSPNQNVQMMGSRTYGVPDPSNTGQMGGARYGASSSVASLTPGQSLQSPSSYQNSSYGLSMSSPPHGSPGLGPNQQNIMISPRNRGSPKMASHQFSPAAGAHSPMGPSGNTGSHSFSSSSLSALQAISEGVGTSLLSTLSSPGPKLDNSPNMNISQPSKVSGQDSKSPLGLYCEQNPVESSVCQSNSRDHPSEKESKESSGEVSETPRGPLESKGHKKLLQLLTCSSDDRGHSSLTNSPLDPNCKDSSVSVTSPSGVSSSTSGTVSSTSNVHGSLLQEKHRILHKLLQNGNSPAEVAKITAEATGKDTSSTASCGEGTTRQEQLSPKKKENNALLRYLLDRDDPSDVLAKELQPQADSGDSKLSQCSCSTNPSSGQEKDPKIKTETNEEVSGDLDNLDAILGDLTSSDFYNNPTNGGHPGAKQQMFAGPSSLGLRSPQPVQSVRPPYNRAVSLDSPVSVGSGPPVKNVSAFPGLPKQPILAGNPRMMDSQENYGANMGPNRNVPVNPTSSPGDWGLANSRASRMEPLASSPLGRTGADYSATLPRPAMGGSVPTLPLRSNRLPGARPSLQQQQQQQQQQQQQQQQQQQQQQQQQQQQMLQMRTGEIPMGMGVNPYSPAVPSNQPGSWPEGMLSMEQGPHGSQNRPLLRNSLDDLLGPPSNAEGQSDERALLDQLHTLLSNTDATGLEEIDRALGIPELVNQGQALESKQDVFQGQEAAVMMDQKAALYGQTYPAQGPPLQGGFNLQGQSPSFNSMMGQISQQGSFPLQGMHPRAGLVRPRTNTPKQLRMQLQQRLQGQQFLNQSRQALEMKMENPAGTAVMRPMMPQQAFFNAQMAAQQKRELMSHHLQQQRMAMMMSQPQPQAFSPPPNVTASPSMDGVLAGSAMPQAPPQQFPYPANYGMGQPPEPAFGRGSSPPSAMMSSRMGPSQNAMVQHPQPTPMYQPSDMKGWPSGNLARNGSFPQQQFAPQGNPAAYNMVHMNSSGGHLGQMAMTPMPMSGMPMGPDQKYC
# IMP-1 inhibitor – IMP-1 metallo-beta-lactamase inhibitors, primary screen, biochemical, epi-absorbance readout, Pseudomonas aeruginosa enzyme; metallo-beta-lactamase IMP-1 (Pseudomonas aeruginosa); inhibition, % at 5.6 µM; purified IMP-1, nitrocefin hydrolysis, epi-absorbance fluorescence; 290,000 compounds, 0.45% hits; AID 1556, 2009;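 active means inhibition above the mean plus 3 SD of all compounds in the same screening run, cut at about 4.5% in these data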;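 further: 0% = IMP-1 with DMSO and 100% = DMSO wells lacking enzyme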
#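 Test system: recombinant IMP-1 enzyme, purified / Medium: HEPES buffer pH 7.1 with ZnSO4 and Brij 35 / Doses: single dose, 5.6 µM / Times: 25 °C, 15 min preincubation, 25 min reaction / Detection: Epi-absorbance via hydrolysed-nitrocefin quenching of white-plate fluorescence, 480/530 nm, EDTA stop / Evaluation: percent inhibition from optical density relative to buffer-blank wells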
# NS3 helicase inh – inhibitors of HCV NS3 helicase, primary screen, biochemical, Cy5 molecular beacon fluorescence; Hepatitis C virus NS3 helicase; NS3 helicase DNA unwinding; inhibition, % at 10.9 µM; 290,000 compounds, 0.56% hits; AID 1800, 2009;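 active means inhibition above the mean of all tested compounds plus 3 SD, set per campaign, cut at about 35% in these data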;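 further: 0% = DMSO wells and 100% = thioflavine S control wells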
#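 test system = hepatitis C virus NS3 helicase domain fragment enzyme | reagent = annealed dual-labelled DNA beacon duplex, ATP-started | times = 1 h at 25 °C | detection = Cy5 fluorescence, 0 and 60 min reads | read-out basis = percent inhibition from t60/t0 fluorescence ratio | control set = DMSO and thioflavine S | replication = one well per compound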
# SUMO HTRF inh – inhibitors of in vitro SUMOylation cascade, primary screen, biochemical, HTRF, uHTS; SUMO-conjugating enzyme UBC9 (Homo sapiens), P63279; HTRF SUMOylation assay, SAE1/SAE2 + UBC9; inhibition, % at 35 µM; 290,000 compounds, 0.36% hits; in the data active means inhibition above about 50%, passing the limit was not always enough; further: strong numbers were not always called active
# PfM18AAP inh – PfM18AAP inhibitors, malaria aminopeptidase, primary screen, biochemical, QFRET, recombinant enzyme; H-Glu-NHMec fluorogenic cleavage; inhibition, % at 7.35 µM; 290,000 compounds, 1.2% hits; AID 1822, 2009;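 active means inhibition above the campaign mean inhibition over all tested compounds plus 3 SD, cut at about 28% in these data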;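 further: 0% = plate median of test compound wells and 100% = 2 mM ZnCl2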
# VIM-2 inhibitor – VIM-2 metallo-beta-lactamase inhibitors, primary screen, biochemical, epi-absorbance readout, Pseudomonas aeruginosa enzyme; inhibition, % at 5.6 µM; purified VIM-2, nitrocefin hydrolysis, epi-absorbance fluorescence; 290,000 compounds, 0.89% hits;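 active means inhibition above the mean of all tested compounds plus 3 SD, cutoff set per screening run, cut at about 7.5% in these data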;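 further: red hydrolysis product quenches plate fluorescence so inhibitors raise well fluorescence; 0% = enzyme with DMSO and 100% = DMSO without enzyme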
# * marks the source's active call; other numbers are inactive results; nt = no result given.
SMILES,IDE inh,FID counter,IDE cell activ,pCIP destab,IMP-1 inhibitor,NS3 helicase inh,SUMO HTRF inh,PfM18AAP inh,VIM-2 inhibitor
O=C(Nc1ccc(N2C(=O)C3C4C=CC(C4)C3C2=O)cc1Cl)c1cccs1 (stereo unspecified),-2.3,-2.3,-1.3,-26.7,-3.4,1.9,19.9,-1.0,-3.2
CCN1CCN(C(c2cccs2)C(C)NC(=O)c2ccccc2OC)CC1 (stereo unspecified),-2.8,5.5,3.8,-2.4,-1.9,-4.8,2.3,2.4,0.1
COCc1cc(C)n(CC(=O)NCC2CCCO2)c(=O)c1C#N (stereo unspecified),1.6,-1.9,-1.8,-10.0,-0.5,12.8,8.1,4.6,-4.1
CCN1CCN(S(=O)(=O)c2ccc3c(c2)OCCO3)CC1,-4.8,0.8,7.0,0.5,2.4,9.1,-2.2,8.8,-2.9
O=S(=O)(Nc1nc(SCc2ccc(Cl)cc2)n[nH]1)c1ccccc1,5.2,-9.4,nt,-10.8,-2.9,9.5,-17.9,13.2,-2.6
O=c1c2sccc2n(Cc2ccc(F)cc2)c(=O)n1-c1ccc(F)cc1,3.8,-0.4,-0.3,5.9,-0.6,-1.0,-15.9,-8.6,-0.7
CN1CCN(C(=O)c2cc3sc4ccccc4c3s2)CC1,11.2,5.3,nt,2.6,-0.6,-9.7,11.7,1.7,1.2
COc1cc(/C=N/Nc2nnc3c(n2)[nH]c2ccccc23)ccc1O,-4.5,6.7,3.8,-4.3,-4.2,-5.6,16.1,17.5,-2.2
CC1CCN(S(=O)(=O)c2ccc(F)c(C(=O)O)c2)CC1,-1.9,-2.0,6.9,4.4,-2.7,4.0,10.1,-3.6,-3.2
CCCc1ccc(S(=O)(=O)NCc2nnc(SC)n2C)cc1,5.5,-11.6,1.2,0.2,-3.2,10.1,0.5,1.8,-2.4
COc1cc(OC)c(NC(=O)c2cc(S(=O)(=O)N3CCOCC3)cn2C)cc1Cl,-0.2,-23.1,3.6,-0.7,-5.3,-2.7,1.5,-3.2,-3.4
C=CCSC1=C(C#N)C(c2ccccc2Cl)C(C(=O)c2cccs2)C(O)(C(F)(F)F)N1 (stereo unspecified),0.8,-25.1,-5.7,-7.8,-0.5,7.9,-5.1,14.8,-3.9
Cc1csc(NC(=O)CSc2nc(C(C)C)nc3c2c(=O)n(C)c(=O)n3C)n1,6.6,-4.7,-5.6,4.4,1.9,-6.7,20.9,0.5,-0.6
Cc1c(Br)c(C(F)(F)F)nn1CC(=O)NCC1CCCO1 (stereo unspecified),-4.0,-0.8,4.9,4.1,-0.8,4.6,20.9,4.7,-1.4
CCOC(=O)C1(Cc2ccccc2C)CCCN(C(=O)CCC(=O)OC)C1 (stereo unspecified),-4.0,-27.4,3.2,10.3,0.8,1.6,11.6,-4.2,-1.4
COc1ccc(OC)c(NC=C2C(=O)OC3(CCCCC3)OC2=O)c1,-6.6,-12.7,9.2,-4.2,-2.0,12.2,2.6,4.5,3.2
COc1ccc(NC(=O)c2cc3c(=O)n(C)c4ccccc4c3n2C)cc1OC,-2.2,-9.0,-2.7,1.2,-3.7,2.3,15.8,-2.8,1.8
N#C/C(=C\c1cccc([N+](=O)[O-])c1)C(=O)NCc1ccc(Cl)cc1,nt,2.3,-5.0,-5.7,-3.1,-25.5,6.7,3.4,-1.0
CCCC1=Nc2cc(C(=O)NCc3ccco3)ccc2Sc2ccccc21,2.1,-37.0,1.2,-4.2,-2.3,0.3,-15.4,9.7,-3.8
COCCCNC(=S)Nc1cccc(S(=O)(=O)NC2=NCCC2)c1,5.8,0.2,3.5,5.7,-1.7,-2.4,5.7,-0.4,-2.4
COc1ccccc1N1CCN(C(=O)c2cc(-c3ccc(Cl)cc3)on2)CC1,3.0,-2.8,-3.1,-11.3,0.8,18.8,-21.5,-5.0,1.3
O=C(/C=C/c1ccc(Cl)cc1Cl)NCCSc1ccccc1,3.9,-4.1,-0.2,5.8,-0.7,8.0,-30.6,-9.1,-0.3
COc1ccc(NS(=O)(=O)c2cn(C)nc2C)cc1,-1.0,-1.7,3.4,-2.8,-1.9,-1.7,-8.0,4.5,0.6
CCC(O)c1cc2c(cc1NC(=O)c1cccs1)OCCO2 (stereo unspecified),4.1,0.0,0.7,-10.3,-0.9,1.9,3.7,-2.2,-1.8
CC(C)(C)NS(=O)(=O)c1ccc(NC(=S)NC(=O)C2CCC2)cc1,0.9,-30.9,-0.3,-8.1,-0.7,1.6,11.6,-2.2,0.6

# Next section.
SMILES,IDE inh,FID counter,IDE cell activ,pCIP destab,IMP-1 inhibitor,NS3 helicase inh,SUMO HTRF inh,PfM18AAP inh,VIM-2 inhibitor
COc1ccc2cc(C)c3nnc(SCc4cccnc4)n3c2c1,1.5,-7.2,-3.7,-23.4,-1.8,-0.6,20.2,-1.0,8.9*
COc1ccc2[nH]c(C(=O)N/N=C/c3ccc(OC)c(O)c3)cc2c1,0.7,-15.0,-4.4,-3.8,-1.6,-0.3,1.2,14.4,-0.7
CC/C(O)=C(/C#N)c1nnc2n1CCCCC2,-1.0,5.0,1.4,-4.2,-3.2,0.6,2.7,1.6,0.2
NS(=O)(=O)c1ccc(NC(=O)c2cc(=O)c3ccccc3o2)cc1,0.7,-2.8,-0.8,3.8,0.4,2.1,7.8,-4.4,1.4
CC(C)C1C(=O)NC(=S)N1S(=O)(=O)c1ccc(C(C)(C)C)cc1 (stereo unspecified),2.1,-25.1,0.8,7.1,-3.5,17.6,4.3,7.7,-2.9
CCOC(=O)C1=NNC2(c3ccccc3)C(=O)N(c3cccc(Br)c3)C(=O)C12 (stereo unspecified),5.9,-12.3,-2.5,2.1,-3.4,0.7,13.1,6.1,-4.0
CC(C)(C)NC(=O)CCN(/N=C/c1ccccc1O)C1=NS(=O)(=O)c2ccccc21,-1.5,-31.1,5.1,-0.8,-3.3,-2.3,16.4,6.9,-3.9
Cc1cccc(N2CCN(C(=O)c3csc4ccccc34)CC2C)c1 (stereo unspecified),1.1,-37.8,2.5,0.8,-6.1,-2.6,-3.8,-1.0,-1.4
COc1ccc(C(=O)Nc2nc3ccccc3s2)cc1OC,-1.6,-9.2,-0.7,-10.2,-4.8,-26.9,16.0,6.4,-1.4
CN(C)CCSc1nc(-c2ccccc2)nc2c1CCCC2,1.0,8.4,nt,-1.6,-2.0,-6.9,-5.0,3.6,4.0
COc1ccc(OCc2cc(C(=O)N(C)C3CCOCC3)no2)c2ccccc12,4.8,-54.3,4.3,4.2,-3.8,-15.6,1.8,3.0,-0.8
COc1ccc(-c2cc(C(F)(F)F)nc(S(=O)(=O)CCCC(=O)Nc3cccc(O)c3)n2)cc1OC,nt,-10.3,nt,2.0,-3.2,-9.2,10.4,-24.7,0.0
N#Cc1c(Sc2ncc(C(F)(F)F)cc2Cl)nsc1C/C=N\OCc1c(F)cccc1Cl,0.2,0.0,-2.7,-8.9,-5.1,21.9,13.9,-1.3,-0.3
COc1ccc(NC(=O)CC2C(=O)N(c3ccc(OC)cc3)C(=O)N2CCc2cccs2)cc1 (stereo unspecified),5.1,-12.4,1.3,-12.8,-1.1,-10.1,17.0,0.0,0.8
Cc1oc(C(=O)O)cc1COc1ccccc1Cl,-3.6,-0.9,2.6,-8.3,-1.1,6.2,26.6,-0.5,-1.8
COc1ccc(CCN2CN(S(=O)(=O)c3ccccc3)c3nc4ccccc4nc32)cc1OC,-4.7,-19.5,5.0,-3.8,1.3,-2.3,-8.1,0.1,0.1
Cc1cccc(C)c1NC(=O)CSc1nnc(-c2ccccc2)n1Cc1ccc2c(c1)OCO2,1.6,-32.0,0.9,-5.3,-2.1,-3.2,-16.7,2.0,-2.0
CCOC(=O)CCC(NC(=O)c1ccc(NCN2C(=O)c3ccccc3C2=O)cc1)C(=O)OCC (stereo unspecified),-0.9,0.2,7.1,-11.9,-2.2,5.4,-6.9,-6.1,-0.9
Cc1cc(N2C(=O)C3C4CCC(C4)C3C2=O)no1 (stereo unspecified),-1.3,-0.3,6.0,-4.7,-2.8,7.7,-2.3,-6.7,-1.9
O=C(NCCc1ccc(Cl)cc1)c1ncn[nH]1,6.3,2.8,-3.3,-1.5,-1.9,-7.9,-2.7,20.6,-3.4
CCS(=O)(=O)N1Cc2ccccc2CC1C(=O)Nc1nnc(SCc2ccc(C#N)cc2)s1 (stereo unspecified),2.1,-39.6,-0.8,-7.8,-0.3,11.9,-0.7,-6.1,-0.5
Cc1cccc(NC(=S)NC2CCCC2)n1,11.9,-13.0,-7.3,-15.7,-3.6,19.3,-0.6,43.7*,-4.2
COC(=O)COc1cccc2c(=O)n(CC(=O)NCc3ccccc3)ccc12,3.2,-3.9,-1.1,-0.2,-2.5,-8.7,1.6,-0.2,-4.0
Cc1ccccc1Nc1c(-c2ccc(N3CCOCC3)cc2)nc2cnccn12,0.9,-38.2,1.2,-17.9,-2.4,-8.5,12.8,1.4,-2.7
COc1ccc(N2C(=O)CN=C2Nc2nc(C)cc(C)n2)cc1,-1.4,-5.7,2.1,-14.0,-4.8,-0.2,25.5,-1.1,-1.6
C=CCN1C(=O)NC2(CCCCC2)C1=O,1.8,1.9,-3.3,8.2,-2.3,2.1,-4.2,2.8,-2.2
NS(=O)(=O)c1ccc(NC(=O)CSC2CCCCC2)cc1,1.8,-4.2,5.5,-10.7,-3.0,-3.1,-0.6,1.4,-2.0
CCCCCOC(=O)C1[C@H]2C(=O)N(Cc3cccs3)C[C@]23C=C[C@H]1O3 (stereo partly specified),-5.2,-17.9,5.8,-5.5,-3.5,9.1,4.0,3.8,0.3
CCC(C)NC(=O)N[C@@H](CCSC)C(=O)OC (stereo partly specified),2.5,3.0,6.5,1.9,-4.5,1.5,3.2,2.0,-2.2

# Shown as a hit in VIM-2 inhibitor, among the entries above:
Molecule	IDE inh	IDE cell activ	pCIP destab	IMP-1 inhibitor	NS3 helicase inh	SUMO HTRF inh	PfM18AAP inh	VIM-2 inhibitor
COc1ccc2cc(C)c3nnc(SCc4cccnc4)n3c2c1	1.5	-3.7	-23.4	-1.8	-0.6	20.2	-1.0	8.9*
